Bioassay records as filed in PubChem BioAssay.
Siah-1 displacement = Siah-1 peptide-binding antagonists, primary screen, biochemical, fluorescence polarization, rhodamine-plectin, uHTS (AID 1817) | E3 ubiquitin-protein ligase SIAH1 (Homo sapiens) | Siah-1 / rhodamine-plectin peptide fluorescence polarization; higher % means a stronger effect | one-dose displacement, % at 20 µM; IC50 in µM for titrated hits | 290,000 compounds, 0.02% hits;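 active means displacement of at least 50% at 20 µM, with a fluorescence ratio check between 0.3 and a set limit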;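 further: plate controls were Siah plus tracer with DMSO for no effect and tracer alone without Siah for full effect; strong numbers were not always called active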
Myeloid diff 2 = induction of myeloid progenitor differentiation, primary screen, cell-based, flow cytometry, MLPCN library; ER-HoxA9 myeloid progenitors, lysozyme-GFP differentiation; calls only at 10 µM; 360,000 compounds, 1% hits; AID 624256, 2012;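 active means normalized GFP-positive differentiation at or above the plate's own cutoff, the solvent-only control mean plus 3 SD; inconclusive means no clear call, values can overlap the other calls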;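 further: cells exposed to compound for four days before flow analysis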
GPR35 antagonists = GPR35 antagonists blocking zaprinast-driven arrestin recruitment, primary screen, imaging, U2OS, beta-arrestin-GFP, zaprinast agonist (AID 2058). G-protein coupled receptor 35 (Homo sapiens). 290,000 compounds, 0.052% hits. inhibition, % at 10 µM, or IC50 in µM where a hit was titrated. U2OS GPR35 beta-arrestin-GFP translocation imaging, zaprinast antagonism; higher % means a stronger effect;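 active means inhibition of at least 50% with at least 30 cells and total cytoplasm GFP at most 10,000,000; inconclusive means under 30 cells or total GFP of 10,000,000 plus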
NTR1 ag = agonists of NTR1, primary screen, imaging, U2OS cells, beta-arrestin-GFP, high content (AID 493036). activation, % at 20 µM. 330,000 compounds, 0.17% hits. NTR1-U2OS beta-arrestin-GFP spot imaging, agonist mode;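 active means activation at or above 40% of the spot to cytoplasm intensity ratio, with at least 20 cells analyzed; inconclusive means wells under 20 cells, flagged as cytotoxic or low count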;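 further: 0% = DMSO without peptide and 100% = 100 nM NTR1 peptide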
Target sequence (P30989 whole entry, looked up): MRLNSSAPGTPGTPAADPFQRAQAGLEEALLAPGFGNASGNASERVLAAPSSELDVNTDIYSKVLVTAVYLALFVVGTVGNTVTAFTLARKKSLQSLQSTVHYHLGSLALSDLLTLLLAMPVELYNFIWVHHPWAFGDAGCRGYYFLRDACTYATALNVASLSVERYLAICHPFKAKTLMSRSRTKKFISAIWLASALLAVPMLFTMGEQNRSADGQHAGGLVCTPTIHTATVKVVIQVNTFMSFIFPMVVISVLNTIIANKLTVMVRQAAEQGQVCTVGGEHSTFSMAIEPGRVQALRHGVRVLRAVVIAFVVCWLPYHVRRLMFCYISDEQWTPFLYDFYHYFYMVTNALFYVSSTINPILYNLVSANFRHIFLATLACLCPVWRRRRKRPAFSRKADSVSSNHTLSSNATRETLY
Rac1 GTP hydrolysis = MgcRacGAP GTPase-activating activity inhibitors, confirmation, biochemical, ADP Hunter fluorescence | MgcRacGAP-stimulated Rac1 GTP hydrolysis, ADP Hunter fluorescence; higher % means a stronger effect; GST-tagged Rac1 F28L mutant substrate | 340,000 compounds, 0.6% hits | Rac GTPase-activating protein 1 (Homo sapiens) | inhibition, % at 30 µM, or IC50 in µM where a hit was titrated;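 active means first-screen hits whose inhibition reached a set limit at any dose in the follow-up dose series; inconclusive means inhibition above the set first-screen limit but never retested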;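 further: fluorescence reports GDP produced by GAP-driven GTP hydrolysis; strong numbers were not always called active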
HIV fusion peptide = inhibitors of HIV fusion peptide binding, primary screen, biochemical, uHTS, fluorescence dequenching (AID 1986); cell-free peptide binding, fluorescence dequenching, 30 min; higher % means a stronger effect; inhibition, % at 20 µM, or IC50 in µM where a hit was titrated; 290,000 compounds, 0.3% hits; in the data active means inhibition mostly above about 52%, no sharp cut-off; inactive means mostly below about 76%; further: some results filed as inactive read as strong as hits
PhoP inhibition = inhibitors of PhoP regulon expression, primary screen, Salmonella Typhimurium, GFP reporter (AID 1863) | 300,000 compounds, 0.16% hits | S. Typhimurium PhoP-regulated promoter GFP reporter, 4 h; higher % means a stronger effect | inhibition, % at 50 µM, or IC50 in µM where a hit was titrated;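 active means inhibition over 29.93%, a cutoff 3 SD above the screen mean, later confirmed by dose response; inconclusive means inhibition over 29.93% but no dose response follow-up; inactive means inhibition at most 29.93% or unconfirmed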;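 further: 0% = low Mg2+ inducing control and 100% = high Mg2+ repressing control; strong numbers were not always called active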
GPR55 LPI antagonism = GPR55 antagonists blocking LPI-driven arrestin recruitment, primary screen, imaging, U2OS, beta-arrestin-GFP, LPI agonist (AID 2013); U2OS GPR55 beta-arrestin-GFP translocation imaging, LPI antagonism; higher % means a stronger effect; 290,000 compounds, 0.13% hits; inhibition, % at 10 µM, or IC50 in µM where a hit was titrated;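 active means spots per cell inhibited over 60%, with over 100 cells counted and total cytoplasm intensity under 500,000; inconclusive means wells with under 100 cells, flagged as likely toxic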;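 further: U2OS cells stably carrying GPR55 and arrestin-GFP stimulated by 5 µM LPI near EC80; imaged beta-arrestin-GFP aggregate spots per cell after agonist stimulation; plate controls were LPI-stimulated DMSO wells for no effect and DMSO wells without LPI for full effect; some results filed as inactive read as strong as hits; confirmed hits need IC50 under 10 µM and bright autofluorescent wells are also inconclusive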
LYP inhibition = inhibitors of LYP phosphatase, biochemical, fluorescence intensity, uHTS (AID 1779); Tyrosine-protein phosphatase non-receptor type 22 (Homo sapiens); recombinant LYP phosphatase, fluorescence intensity; higher % means a stronger effect; inhibition, % at 11.5 µM, or IC50 in µM where a hit was titrated; 290,000 compounds, 0.054% hits; in the data active means inhibition above about 50%;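 further: plate controls were vehicle with enzyme for no effect and no enzyme for full effect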
NTR1 ag cell count 20 µM = further read-out of NTR1 ag, marked with its call; cell count; measured here: cell count, cytotoxicity flag
Myeloid diff 2 GFP+ MAC1+ % = further read-out of Myeloid diff 2, marked with its call; GFP+ MAC1+ double positive, %; measured here: differentiation confirmed by MAC1 staining
* marks the source's active call; other numbers are inactive results; i = inactive; ? = inconclusive; · = not tested or not shown; + = active, no number.

SMILES	Siah-1 displacement	Myeloid diff 2	Myeloid diff 2 GFP+ MAC1+ %	GPR35 antagonists	NTR1 ag	NTR1 ag cell count 20 µM	Rac1 GTP hydrolysis	HIV fusion peptide	PhoP inhibition	GPR55 LPI antagonism	LYP inhibition
COc1ccc2c(c1)CC/C(=C/c1ccncc1)C2=O	4.8%	+	5.5*	-11.7%	0.4	33	-2.2%	0.1%	-0.2%	10.9%	10.6%
CCOC(=O)c1ccccc1NC(=O)CSc1nc2ccccc2o1	3.8%	i	8.4	17.7%	5.3	64	-1.4%	1.7%	4.8%	-9.0%	-1.4%
CN(NS(=O)(=O)c1ccc(F)cc1)c1ncc(C(F)(F)F)cc1Cl	-6.2%	i	0.2	-1.0%	-0.3	40	·	0.4%	4.8%	-4.3%	-9.8%
Cn1cccc1Cc1nnc(SCC(=O)NCc2ccccc2Cl)n1-c1ccc(F)cc1	2.6%	i	1.8	-2.9%	-2.9	67	6.5%	2.4%	8.4%	2.4%	-6.0%
Cc1c(Cl)cccc1NC(=S)NCCCN(C)C	-3.3%	i	0.1	0.5%	0.5	101	10.3%	-3.2%	7.9%	13.8%	-10.5%
O=C(CC1C(=O)N(c2ccccc2)C(=S)N1c1ccccc1)c1ccccc1 (configuration not stated)	7.6%	i	1.3	10.8%	0.5	89	2.0%	0.9%	3.2%	8.9%	8.4%
COc1ccc(CN(C(=O)c2cccs2)c2ccccc2C(=O)O)cc1	15.3%	i	2.0	13.3%	0.2	54	-13.2%	0.9%	-10.2%	2.7%	-3.8%
Cc1ccc(S(=O)(=O)N/N=C2/CC(c3ccccc3)Oc3ccccc32)cc1 (configuration not stated)	2.7%	i	0.9	9.3%	3.5	49	6.6%	5.3%	-22.9%	4.5%	3.8%
Cc1cc(C)cc(SCc2noc(C(=O)NCc3ccccc3)c2C(=O)NCc2ccccc2)c1	0.2%	i	1.3	-12.0%	-2.1	88	0.5%	0.2%	-6.7%	0.6%	4.9%
Cc1ccnc2nc(C(=O)OCCOc3ccc(F)cc3)nn12	0.5%	i	0.4	-9.4%	-0.7	62	1.8%	-2.0%	-2.1%	-3.0%	-5.9%
Cc1cccc(NC(=S)NC(C)C(c2cccs2)N2CCN(C)CC2)c1C (configuration not stated)	-2.5%	i	0.7	-13.5%	-1.2	49	6.3%	-0.5%	-0.7%	-5.6%	-10.2%
COc1ccc(C2/C(=C(/O)c3ccccc3)C(=O)C(=O)N2c2ncccn2)cc1OC (configuration not stated)	-1.8%	i	0.3	-3.7%	2.6	52	6.6%	-3.0%	7.8%	3.5%	3.5%
CCOc1cc(C(=O)NCc2ccco2)cc(OCC)c1OCC	5.2%	i	1.4	-10.5%	-0.2	65	2.4%	-0.8%	8.0%	-13.3%	-4.9%
CCOC(=O)c1sc(NS(=O)(=O)c2ccc(C)cc2)nc1C	-1.9%	i	12.4	16.7%	0.5	80	3.2%	9.5%	7.2%	0.4%	2.0%
COc1ccc(Oc2ccccc2/C=C/C(=O)O)cc1	9.3%	i	0.7	4.5%	-1.3	75	5.5%	0.2%	-7.4%	2.7%	4.4%

Just NTR1 ag cell count 20 µM, NTR1 ag and GPR55 LPI antagonism, for 2 of the compounds above:
SMILES,NTR1 ag cell count 20 µM,NTR1 ag,GPR55 LPI antagonism
COc1ccc(CN(C(=O)c2cccs2)c2ccccc2C(=O)O)cc1,54,0.2,2.7%
O=C(CC1C(=O)N(c2ccccc2)C(=S)N1c1ccccc1)c1ccccc1 (configuration not stated),89,0.5,8.9%

(list continues)
SMILES	Siah-1 displacement	Myeloid diff 2	Myeloid diff 2 GFP+ MAC1+ %	GPR35 antagonists	NTR1 ag	NTR1 ag cell count 20 µM	Rac1 GTP hydrolysis	HIV fusion peptide	PhoP inhibition	GPR55 LPI antagonism	LYP inhibition
Fc1ccccc1CNCc1ccc2c(c1)OCO2	2.7%	i	0.6	5.7%	1.4	58	6.2%	-0.1%	0.4%	21.5%	-8.8%
CCOc1cc(C(=O)OCc2ccc([N+](=O)[O-])cc2)ccc1OCC(=O)N1CCOCC1	·	i	1.3	·	-0.6	51	15.9%	·	7.5%	·	·
CN(C)c1ccc(C(C(=O)NC(C)(C)C)N(C(=O)c2csnn2)C2CC2)cc1 (configuration not stated)	-4.0%	i	1.2	11.7%	0.4	73	2.3%	-3.1%	3.2%	-3.3%	-0.5%
O=c1ccc2c(o1)/C(=C/C=C(Cl)Cl)CCC2	-4.7%	i	0.2	-5.8%	-0.6	58	10.9%	0.2%	-1.4%	-6.3%	0.2%
O=C(N/N=C/c1ccc2nccnc2c1)c1cccc([N+](=O)[O-])c1	-3.8%	i	0.1	17.0%	-0.5	56	11.9%	-1.5%	-11.0%	-1.1%	9.2%
O=C(Cc1cccs1)N/N=C/C=C\c1ccccc1[N+](=O)[O-]	2.5%	i	0.2	-10.5%	-0.4	44	·	-2.4%	6.5%	13.3%	-0.1%
c1ccc2nc3c(nc2c1)c1ccccc1n3CCN1CCOCC1	5.3%	·	·	-11.9%	0.6	66	10.3%	5.6%	-2.2%	18.3%	2.0%
CCN(CC)c1ccc(C2C(C(=O)OC(C)C)C(=O)CC(C)(O)C2C(=O)OC(C)C)cc1 (configuration not stated)	4.1%	i	0.9	11.0%	-0.5	66	2.5%	3.2%	20.2%	-8.2%	-7.3%
COc1cccc(-n2nnc3c(=O)n(CC(=O)N4CCCCC4)cnc32)c1	2.9%	i	3.8	1.0%	-0.3	48	6.0%	1.6%	-3.4%	8.6%	-5.8%
O=C(Nc1ccc2oc(-c3ccccc3)nc2c1)c1cccs1	5.9%	i	0.7	9.9%	5.8	58	9.1%	1.4%	-2.8%	14.0%	-1.7%
CC(=O)Nc1ccc2nc(-c3ccco3)[nH]c2c1	4.7%	i	0.4	-5.5%	-1.2	57	4.4%	-1.6%	2.6%	0.2%	-8.2%
COC(=O)COc1nc(C)c(Br)c(OC)n1	-3.2%	i	0.9	5.2%	0.6	47	13.7%	-1.8%	-8.9%	-0.8%	-3.6%
C=CCOC(=O)C1=C(C)N(C)C(=O)NC1c1cc2c(cc1Br)OCO2 (configuration not stated)	2.1%	i	0.8	7.4%	-1.2	65	8.7%	1.8%	5.9%	7.3%	-2.8%
CN(C)CCCOC(=O)c1sc2ccccc2c1Cl	-2.6%	i	0.2	7.5%	1.0	48	8.0%	0.6%	-5.4%	19.6%	-9.5%
O=C(OCC(=O)N1CCc2ccccc2C1)c1cccnc1Cl	2.2%	i	0.9	-11.1%	0.0	54	-0.3%	0.8%	0.9%	8.6%	-7.9%
CC(=O)Nc1ccc(NC(=O)CN(C)S(=O)(=O)c2ccc3nc(C)sc3c2)cc1	3.5%	i	0.3	19.5%	0.9	35	3.0%	-1.1%	4.2%	12.4%	-2.6%
CC1(C)CC(=O)C=C(C(=O)N2CCCC(CCC(=O)NCc3ccccc3F)C2)O1 (configuration not stated)	-0.3%	i	0.8	7.0%	-1.2	62	3.5%	0.4%	-6.7%	5.5%	0.5%
COc1ccc(C2CCCN2C(=S)Nc2cccc(Cl)c2C)cc1OC (configuration not stated)	0.3%	i	0.4	16.0%	3.0	63	6.7%	-3.4%	-3.1%	7.7%	-5.2%
CSc1ccc(CN(C)C(=O)C(Cc2ccccc2)NC(=O)c2ccccc2)cc1 (configuration not stated)	2.8%	i	1.6	-0.7%	4.2	46	1.9%	-0.3%	-4.3%	3.1%	0.4%
Cc1ccccc1C(=O)NC(=S)Nc1ccc2[nH]c(=O)[nH]c2c1	7.5%	i	0.5	2.0%	-1.3	90	12.1%	0.3%	11.5%	4.6%	-0.6%
Cc1ccc(S(=O)(=O)NC(=O)c2cc(C)n(-c3ccc(N(C)C)cc3)c2C)cc1	-1.2%	i	1.7	15.6%	-0.4	82	14.5%	2.0%	21.2%	-7.1%	0.5%
O=C1CNC(=S)N1CCc1ccc(O)c(O)c1	-4.1%	i	0.2	11.6%	-0.1	53	·	2.0%	3.1%	-14.3%	-3.1%
COc1ccc(-c2csc(NC(=O)C3CCN(c4ncnc5sc(C)c(C)c45)CC3)n2)cc1OC	·	?	·	·	2.6	60	7.8%	·	4.6%	·	·
CCOC(=O)CCP(=O)(O)C(O)c1ccccc1 (configuration not stated)	1.1%	i	0.3	5.2%	-1.0	55	4.9%	2.1%	-5.7%	-1.0%	-2.5%
Cc1ccc(C(=S)N2CCN(Cc3ccccc3)CC2)cc1	-1.6%	i	0.4	-23.0%	1.4	26	4.8%	0.3%	-10.9%	11.5%	-1.3%
CCCCNC(=S)N/N=C/C1=CCC2CC1C2(C)C (configuration not stated)	-5.2%	i	1.7	-7.7%	16.9	71	4.0%	0.2%	13.2%	9.7%	1.7%
COc1ccc(CCNC(=O)Cn2c(=O)c3cccn3c3cccnc32)c(OC)c1OC	-7.2%	i	3.7	-5.5%	0.6	56	7.3%	3.4%	-9.2%	-8.9%	-10.6%
CCOC(=O)Cc1cc(=O)[nH]c(=O)[nH]1	4.1%	i	0.3	-24.3%	0.6	72	5.1%	2.0%	8.8%	4.3%	-5.1%
Cc1ccc(C(O)CN2C3=NCCCN3c3ccccc32)cc1 (configuration not stated)	3.0%	i	7.8	-17.2%	2.1	53	-1.2%	2.3%	-3.0%	5.1%	-2.3%
CC1=C(C(=O)OCCBr)C(c2cccc3ccccc23)NC(=O)N1 (configuration not stated)	8.4%	i	0.4	-8.6%	0.2	64	2.7%	-0.8%	-1.6%	12.6%	-3.7%
CCCC1=NN(C(=O)C(=O)Nc2ccc(Br)cc2)C(O)(C(F)(F)F)C1 (configuration not stated)	17.8%	i	0.5	-2.8%	1.4	46	4.3%	23.0%	-5.1%	-16.6%	-6.4%
CC(Sc1nnc(CC(=O)Nc2ccccc2F)n1C)C(=O)Nc1nccs1 (configuration not stated)	10.8%	i	0.2	-3.4%	0.2	56	3.4%	-1.4%	5.7%	-0.1%	-11.6%
O=C1NCCCC2c3cc(O)c4ccccc4c3OC12N1CCCCC1 (configuration not stated)	2.5%	·	·	8.6%	-1.0	69	·	0.4%	-6.0%	13.9%	-3.0%

Outcome played no part in choosing rows; overall some 2.4% were active at least once.
